TR SRC2 fluor cs: alters Texas Red total fluorescence, flagging assay interference; TRb/SRC2 Texas Red total fluorescence interference; Potency, µM (highest dose often 106 µM), inactives show top-dose fluorescence change, negative = quenching; hit rate 0.29% among 280,000; AID 1479; active means well fitted curve in either direction with a large enough effect; inconclusive means small, poorly fitted or top-dose-only effect; further: potency means the concentration at half of the fitted maximal effect; on the % scale 0 is the no-effect control and ±100 the full control effect
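Flags fluorescent or light-absorbing compounds by total fluorescence, S + 2P, at 555 nm excitation and 632 nm emission. Mixture: 20 nM Texas Red SRC2 peptide, 0.6 uM human TRb LBD, 1 uM T3, 5% DMSO; compound exposure 5 h at ambient temperature.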
Tau fibril FP: inhibitors of human tau fibril formation; P10636; hit rate 0.39% among 280,000; Potency, µM (series often up to 57.7 µM), inactives show top-dose activity, negative = inhibition, usual class: inhibitors; AID 1468; K18 P301L tau heparin fibrillization, Alexa594 FP, 6 h; further: potency means the concentration at half of the fitted maximal effect; on the % scale 0 is the no-effect control and ±100 the full control effect; nearly all actives have a fitted effect of over 55% in size
Target sequence (P10636 561-689 P618L limits assumed): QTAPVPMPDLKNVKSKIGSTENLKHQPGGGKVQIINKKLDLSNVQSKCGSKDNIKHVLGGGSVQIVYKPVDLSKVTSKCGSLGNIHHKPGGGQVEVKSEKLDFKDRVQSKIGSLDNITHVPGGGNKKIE
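Heparin (20 uM) drove fibril formation of recombinant tau K18 P301L, 15 uM unlabeled with 0.24 uM Alexa 594 label, for 6 hr at 37 C in 100 mM sodium acetate pH 7. Fluorescence polarization (555/632 nm) read 1 hr after 30 uM ThT.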
GLA spleen mod: alpha-galactosidase A (human) modulation | human spleen homogenate, 4MU-alpha-Gal fluorescence, 40 min | hit rate 0.008% among 240,000 | Potency, µM (doses to about 80 µM), for inactives: top-dose activity change, negative = inhibition, hits mostly inhibitors | P06280;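 further: potency means the concentration at half of the fitted maximal effect; 0% = enzyme with vehicle and -100% = no enzyme basal signal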
Target sequence (P06280 32-429 limits assumed): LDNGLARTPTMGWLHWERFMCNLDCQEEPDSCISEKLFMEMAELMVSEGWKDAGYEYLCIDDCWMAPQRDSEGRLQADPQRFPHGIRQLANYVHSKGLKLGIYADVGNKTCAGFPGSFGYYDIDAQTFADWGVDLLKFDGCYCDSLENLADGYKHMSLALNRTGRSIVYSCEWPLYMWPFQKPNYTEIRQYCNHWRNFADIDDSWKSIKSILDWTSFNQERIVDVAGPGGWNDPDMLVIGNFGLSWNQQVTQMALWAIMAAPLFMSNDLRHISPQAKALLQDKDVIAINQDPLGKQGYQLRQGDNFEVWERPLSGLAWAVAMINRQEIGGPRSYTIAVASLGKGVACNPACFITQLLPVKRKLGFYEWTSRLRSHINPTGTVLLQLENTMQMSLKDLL
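Human spleen homogenate (1 ug) was the enzyme source, with 4-methylumbelliferyl-alpha-D-galactopyranoside (1 mM final) in pH 5.0 citrate buffer with 0.01% Tween-20. Compounds were titrated; after 40 min at 37C, NaOH/glycine stop, 4-MU fluorescence read; AC50 from Hill fits.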
Epigenetic reg: regulators of epigenetic silencing causing reporter derepression in mouse cells. murine LDR cells, GFP reporter derepression, 30 h. Potency, µM (series often up to 53.9 µM), inactives show at the top dose GFP activation, most hits filed as activators. hit rate 0.2% among 280,000; further: potency means the concentration at half of the fitted maximal effect; % of control where 0% means no effect; nearly all actives have a fitted effect of over 60% in size
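Readout is the number of GFP-expressing murine LDR cells, counted by cytometry following washing. Cells were treated with compound for 30 h at 37 C; the stably integrated CMV-GFP locus is normally silent.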
Tau fluor counter: counter-screen for tau fibril formation inhibitors; hit rate 0.93% among 280,000; tau K18 P301L Alexa594 fluorescence, heparin fibrillization; Potency, µM (doses to about 57.7 µM), without a hit: at the highest dose activity change, negative = decrease; further: potency means the concentration at half of the fitted maximal effect; on the % scale 0 is the no-effect control and ±100 the full control effect; nearly all actives have a fitted effect of over 55% in size
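Human tau K18 P301L (15 uM unlabeled, 0.24 uM Alexa 594-labeled) in 100 mM sodium acetate pH 7 with 20 uM heparin, 6 hr at 37 C. ThT 30 uM added, 1 hr ambient; Alexa 594 FP and total fluorescence read at 555/632 nm.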
NPSR antag: neuropeptide S receptor (human) antagonism, cAMP; Q6W5P4; CHO-NPSR cells, cAMP TR-FRET, antagonist mode; Potency, µM (doses to about 38.3 µM), for inactives: at the highest dose activity change, negative = inhibition, actives largely listed as inhibitors; hit rate 1% among 220,000; further: potency means the concentration at half of the fitted maximal effect; on the % scale 0 is the no-effect control and ±100 the full control effect; nearly all actives have a fitted effect of over 50% in size; many of its hits are not listed in these tables
CBFb RUNX1 block: inhibitors of human CBF-beta and RUNX1 interaction. Q01196+Q13951. AlphaScreen CBFb-His/RUNX1-biotin binding, biochemical. Potency, µM (top dose mostly 59.8 µM), for the others: at the top dose activity, negative = inhibition, usual class: inhibitors. 230,000 tested, under 10 active; further: % of control where 0% means no effect
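Interaction loss through any mechanism counts as activity. Pre-formed complex of His-CBF-beta and biotin-RUNX1 (30 nM apiece) is incubated with compound 15 min, then with 50 ng nickel and 50 ng streptavidin beads for 90 min before AlphaScreen detection.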
TRb SRC2 PPI: disrupts binding of human TR beta to SRC2; P10828; TRbeta-SRC2 peptide binding, fluorescence polarization; receptor liganded with 1 µM T3; Potency, µM (top dose mostly 106 µM), for inactives: at the highest dose activity change, negative = inhibition, most hits filed as inhibitors; hit rate 0.065% among 280,000; AID 1469;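 further: potency means the concentration at half of the fitted maximal effect; plate controls were bound peptide for no effect and peptide without receptor for full effect; nearly all actives have a fitted effect of over 50% in size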
Target sequence (P10828 whole entry, looked up): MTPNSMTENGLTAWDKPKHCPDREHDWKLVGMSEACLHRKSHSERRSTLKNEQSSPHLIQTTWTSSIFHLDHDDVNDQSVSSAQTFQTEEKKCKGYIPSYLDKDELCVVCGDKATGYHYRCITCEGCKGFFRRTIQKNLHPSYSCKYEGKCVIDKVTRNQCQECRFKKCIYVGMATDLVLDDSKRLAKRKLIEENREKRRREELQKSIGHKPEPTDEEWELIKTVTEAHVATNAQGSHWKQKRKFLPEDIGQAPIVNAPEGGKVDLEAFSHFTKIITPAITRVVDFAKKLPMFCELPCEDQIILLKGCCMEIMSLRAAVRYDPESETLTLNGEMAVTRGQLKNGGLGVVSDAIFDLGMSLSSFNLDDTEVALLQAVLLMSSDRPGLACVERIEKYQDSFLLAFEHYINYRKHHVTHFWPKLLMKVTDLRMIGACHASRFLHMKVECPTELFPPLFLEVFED
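Compounds were added to 0.6 uM TRb ligand-binding domain and 20 nM Texas Red-labeled SRC2 peptide in Tris buffer containing 1 uM T3, incubated 5 hr at ambient temperature, then read by fluorescence polarization.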
Starred values were filed as active, the others as inactive; ? = inconclusive; . = no result given; [ ] = another dose, or the depositor's remark. Unless noted, the call rests on the fitted dose curve; in most records, active means well fitted curve in the direction sought with a large enough effect; inconclusive means small, poorly fitted or top-dose-only effect, or another doubt; inactive means no such curve, though single readings can be large; an effect the other way counts as inactive or inconclusive.

molecule,NPSR antag,CBFb RUNX1 block,TRb SRC2 PPI,GLA spleen mod,Epigenetic reg,Tau fluor counter,Tau fibril FP,TR SRC2 fluor cs
Cc1ccc2c(c1)N(CCCC(=O)NCc1cccnc1)C(=O)CO2,3.4%,9.8%[2.36 µM],7.1%,0.7%,2.3%,-7.6%,-6.8%,-1.8%
O=C(CN1C(=O)S/C(=C\c2ccc(F)cc2)C1=O)Nc1cccc(S(=O)(=O)NCc2ccco2)c1,-33.4%,10.5%,5.6%,-12.2%,4.3%,-13.6%,5.1%,-1.3%
CCn1cc(Br)c(C(=O)Nc2ccc(Cl)c(Cl)c2)n1,13.4%[46.1 µM],7.9%,1.7%,0.6%,0.0%,-14.2%,-4.7%,-3.9%
Cc1cc(C)cc(N(CC(=O)NCC2CCCO2)C(=O)CN2C(=O)COc3ccccc32)c1 (stereo unspecified),-12.6%[46.1 µM],6.0%,-3.1%,-1.7%,0.0%,3.4%,7.1%,0.1%
Cn1c(SCC(=O)NCCN2C(=O)CSC2=O)nc2ccccc2c1=O,-10.0%[46.1 µM],1.1%,-18.5%,4.0%,-0.9%,-11.2%,-10.5%,0.5%
Cc1ccc(NC(=S)NCC2CCN(C(C)c3ccccc3)C2)cc1 (stereo unspecified),-9.5%,-8.6%,3.4%,-3.2%,-4.4%,-10.7%,-6.8%,-1.4%
CCC(=O)C1=C(c2ccc(F)cc2)N(C(=O)CC)n2c(nnc2C2CCCCC2)S1,.,.,-3.0%,.,5.3%,-19.8%,-8.2%,0.4%
O=C(COc1cccc(-n2cnnn2)c1)N1CCOCC1,4.6%[46.1 µM],5.1%,3.4%,-0.8%,-0.7%,-2.7%,?,-2.2%
COCCNC(=O)CCc1nnc(C2(c3ccc(Cl)cc3)CCC2)o1,10.6%,8.9%,-5.9%,-1.0%,0.0%,-4.5%,-0.3%,-5.6%
O=C(Nc1ccc2c(c1)CCC2)C1CCCO1 (stereo unspecified),22.1%[46.1 µM],5.7%,-9.8%,-13.1%,-0.2%,1.2%,-3.2%,1.3%
CN1C(=O)C(C)(C)c2cc(S(=O)(=O)NCc3ccc(C(=O)Nc4ccc(Cl)cc4)cc3)ccc21,.,.,3.7%,.,-1.4%,-24.4%,?,-1.4%
CCc1ccc(-n2c(N3CCN(c4cccc(C)c4C)CC3)nc3ccccc3c2=O)cc1,.,.,-1.7%,.,-2.1%,-14.9%,-7.4%,1.2%
COc1cccc(CNC(=O)Cc2ccc(NC(=O)N3CCSc4ncccc43)cc2)c1OC,.,.,-12.9%,.,-2.6%,-7.5%,-8.0%,-1.1%
CCOC(=O)c1cnc2ccc(OCC)cc2c1N(C)Cc1ccccc1,-42.6%,11.2%,-4.7%,0.0%,-0.9%,-10.6%,1.4%,0.9%
Cc1cccc(N(C)C(=O)c2cc(S(=O)(=O)N3CCCCC3)c[nH]2)c1,.,.,6.4%,.,0.4%,-1.6%,-0.5%,0.5%
CC1CCN(CCC(=O)NN)CC1,10.2%,-11.0%,1.5%,-4.9%,-1.5%,-4.3%,1.0%,-0.8%
CCCCN(CC(=O)NC(C)(C)C)C(=O)C(=O)Nc1ccc2c(c1)OCCO2,5.9%,6.1%,5.0%,18.7%,-1.8%,4.3%,-4.1%,-2.1%
COc1ccc(/C=N/NC(=O)c2nn(-c3ccc(Cl)cc3)c(=O)c3c(N)scc23)cc1,-20.2%[46.1 µM],?,-2.1%,4.6%,-2.0%,?,?,-18.5%
CCOC(=O)N1CCN(C(=O)c2ccc(Cl)nc2)CC1,4.0%,22.5%,5.2%,-4.0%,1.2%,4.0%,6.8%,-0.4%
COc1cc(S(=O)(=O)N2CCN(c3ccccc3)CC2)ccc1Cl,-13.2%[46.1 µM],7.6%,-2.3%,-1.9%,-6.3%,-15.9%,0.3%,0.3%
Cc1ccc(-c2cc(C(F)(F)F)c(C#N)c(SCC(=O)Nc3ccccc3F)n2)cc1,.,.,-0.2%,.,3.8%,7.8%,-9.5%,2.6%
O=C(O)/C=C/c1cccnc1,-36.3%,2.4%,-3.1%,6.9%,-0.5%,7.3%,0.9%,-1.0%
NC(=O)/C=C\c1cn(-c2ccccc2)nc1-c1ccc2c(c1)OCCO2,-2.0%,2.9%,7.5%,4.7%,-0.9%,?,?,-3.9%
COc1cccc(CCNC(=O)c2c(O)nc3cc(C)ccn3c2=O)c1,.,.,3.2%,.,1.1%,-5.2%,-8.3%,-13.2%
Cc1cc(=O)n(C)c(=O)n1CC(=O)N1CCCCCC1,2.6%[46.1 µM],4.8%,-5.0%,1.4%,-0.2%,15.4%,7.9%,-1.0%

The list goes on:
molecule,NPSR antag,CBFb RUNX1 block,TRb SRC2 PPI,GLA spleen mod,Epigenetic reg,Tau fluor counter,Tau fibril FP,TR SRC2 fluor cs
CCCCn1nnc(NC(=O)CCC)n1,-10.6%[46.1 µM],-0.5%,-4.5%,-6.0%,2.3%,-5.0%,3.3%,1.2%
COc1ccc(C2C(C)C3(O)CC(C#N)(C(=O)N3)C2(C#N)C#N)cc1 (stereo unspecified),9.9%,5.8%,3.7%,-4.3%,0.9%,-8.8%,-5.9%,2.2%
O=C(COc1cccnc1[N+](=O)[O-])N1N=C(c2ccc(Cl)cc2)CC1c1ccco1 (stereo unspecified),-29.2%,-5.2%,-4.3%,-3.5%,-1.3%,-17.6%,-4.1%,-8.4%
C=CCn1c(SCc2csc(-c3ccc(C)cc3)n2)nnc1-c1ccccc1OC,?,-5.1%,0.2%,-16.3%,-0.9%,-8.7%,2.8%,-1.9%
O=C(COc1ccccc1Cl)NCc1ccncc1,?,3.2%,10.0%,1.4%,-4.4%,-6.6%,-10.8%,0.6%
Cc1cc(=O)[nH]c(SCCOc2cccc(C(F)(F)F)c2)n1,8.8%[46.1 µM],2.1%,5.2%,5.4%,1.0%,-2.3%,-2.0%,3.1%
Cc1cnn(-c2cc(Oc3ccccc3)ncn2)c1,-10.3%[46.1 µM],1.5%,9.4%,3.9%,3.6%,-5.3%,12.3%,-0.3%
O=[N+]([O-])c1ccccc1SNc1ccc(Br)cn1,-8.5%,-17.2%,-0.2%,-6.1%,-0.4%,-21.0%,-13.0%,-2.7%
Cc1cc(C)cc(Oc2nc3c(C)cccn3c(=O)c2/C=C(\C#N)c2nc3ccccc3s2)c1,.,.,-22.6%[1.83 µM],.,0.0%,-1.3%,-2.5%,-78.7%[1.83 µM]
Cc1ccc(NC(=O)CN2CCN(CCN=CC3=C(O)CC(C)(C)CC3=O)CC2)cc1,-4.5%[46.1 µM],0.0%,1.2%,-8.0%,-1.2%,-1.3%,-0.3%,1.9%
CCC(C)(C)NC(=O)C(c1ccc(OC)cc1)N(CCOC)C(=O)CCC(=O)Nc1nccs1 (stereo unspecified),8.5%,1.4%,-8.8%,-0.7%,-7.7%,-1.9%,-6.1%,-2.2%
CC(=O)Nc1cccc(NC(=O)CSc2nnc(Cc3cccn3C)n2-c2ccc(F)cc2)c1,-14.2%[46.1 µM],-4.5%,-14.9%,2.4%,0.0%,-17.2%,-5.9%,0.1%
O=C(NNC(=S)Nc1ccc(Cl)cc1)c1cccs1,15.1%,-5.2%,-2.0%,5.8%,1.1%,-21.1%,3.5%,-5.8%
NC(=O)CCN1CCN(Cc2cn[nH]c2-c2cccc3ccccc23)CC1,-6.7%,16.7%,2.0%,14.4%,4.5%,-7.0%,-2.7%,-5.6%
O=C(COC(=O)CC1CCCC1)Nc1cc2c(cc1Cl)C(=O)c1ccccc1C2=O,-17.7%[46.1 µM],-12.2%,-0.3%,-1.3%,-0.2%,?,12.2%,-5.4%
CCOC(=O)N1CCc2c(sc(NCc3cccs3)c2C(=O)Nc2cc(OC)ccc2OC)C1,.,.,-2.5%,.,-1.1%,?,4.8%,-1.0%
CN1CCN(C(=O)CCN2C(=O)/C(=C\c3ccc(Cl)cc3Cl)SC2=S)CC1,-3.2%,-7.0%,19.8%,-10.6%,-3.0%,-21.8%,?,26.3%
Cc1ccc2[nH]c3c(=O)n(CCN4CCNCC4)cnc3c2c1,24.5%[46.1 µM],7.0%,-20.6%,0.0%,-0.9%,-7.3%,-2.9%,-2.4%
COc1ccc(C(C(=O)Nc2ccc(C(C)C)cc2)N(C)C(=O)CNC(C)=O)cc1 (stereo unspecified),-18.6%[46.1 µM],0.5%,-4.5%,-3.8%,2.3%,-6.4%,-0.9%,-6.6%
CCn1cc(C2=NCCO2)c2ccccc21,-9.7%[46.1 µM],-1.4%,-1.2%,-7.1%,-1.8%,-9.0%,4.4%,-0.4%
Cc1cc(-c2cc(C(=O)NC3CCCC3)on2)nc(NCC2CC2)n1,11.5%,11.1%,-1.3%,6.9%,-6.4%,7.0%,6.2%,-2.7%
CCCC[C@@H]1CN=C(N)N1CCc1cc(C(F)(F)F)cc(C(F)(F)F)c1,-55.5%,21.3%,0.7%,8.0%,?,-3.1%,11.3%,-1.6%
CC(C)(C)N1CC2([N+](=O)[O-])CN(C(C)(C)C)CC([N+](=O)[O-])(C1)C2,-19.7%[46.1 µM],-3.7%,1.4%,0.7%,-2.6%,-9.4%,1.3%,-3.5%

Record cards, as listed above:
CCCC[C@@H]1CN=C(N)N1CCc1cc(C(F)(F)F)cc(C(F)(F)F)c1 as listed: NPSR antag: -55.5%; CBFb RUNX1 block: 21.3%; TRb SRC2 PPI: 0.7%; GLA spleen mod: 8.0%; Epigenetic reg: ?; Tau fluor counter: -3.1%; Tau fibril FP: 11.3%; TR SRC2 fluor cs: -1.6%
CC(C)(C)N1CC2([N+](=O)[O-])CN(C(C)(C)C)CC([N+](=O)[O-])(C1)C2 as listed: NPSR antag: -19.7%[46.1 µM]; CBFb RUNX1 block: -3.7%; TRb SRC2 PPI: 1.4%; GLA spleen mod: 0.7%; Epigenetic reg: -2.6%; Tau fluor counter: -9.4%; Tau fibril FP: 1.3%; TR SRC2 fluor cs: -3.5%

Screening data (PubChem)

An excerpt; the hit share may differ from the screen's.
